RGS7-Gao reg – modulates binding of RGS7 to human Galphao; P09471; Multiplexed bead flow cytometry; actives lie on both sides; binding response (% of control), % at 10 µM; hit rate 0.35% among 220,000; AID 1439; in the data active = binding response below about 49% or above about 150%; inconclusive = no clear call, values can overlap the other calls; inactive = in between;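 note: fluorescent Galphao held in activated GDP-AlF4 state binding bead-coupled RGS7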
Target sequence (P09471 whole entry, looked up): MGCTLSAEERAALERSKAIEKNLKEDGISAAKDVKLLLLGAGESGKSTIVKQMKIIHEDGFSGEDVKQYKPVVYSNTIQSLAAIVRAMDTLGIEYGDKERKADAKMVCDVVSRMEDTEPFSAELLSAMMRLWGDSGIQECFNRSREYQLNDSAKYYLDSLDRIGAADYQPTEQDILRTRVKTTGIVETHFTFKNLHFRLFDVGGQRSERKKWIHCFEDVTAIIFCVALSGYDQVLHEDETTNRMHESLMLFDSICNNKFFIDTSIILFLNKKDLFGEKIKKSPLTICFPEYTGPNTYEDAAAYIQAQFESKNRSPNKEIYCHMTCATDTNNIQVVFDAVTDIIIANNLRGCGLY
Bim-Bfl-1 – disrupts Bim binding to human Bfl-1. Q16548. Bead-based flow cytometry, Bim-Bfl-1 binding inhibition. inhibition, % at 10 µM. hit rate 0.12% among 190,000. AID 1008;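 note: 0% = wells without compound plus tracer and 100% = blocker peptide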
RGS4-Gao reg – modulates binding of RGS4 to human Galphao; P09471; binding response (% of control), % at 10 µM; Multiplexed bead flow cytometry; actives lie on both sides; hit rate 0.33% among 220,000; in the data active = binding response below about 49% or above about 150%; inactive = in between;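 note: fluorescent Galphao activated with aluminum fluoride binding bead-coupled RGS4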
Bcl-XL Bim block – inhibitors of Bim-Bcl-XL interaction, human; AID 1007; inhibition, % at 10 µM; hit rate 0.04% among 190,000; Bim peptide-Bcl-XL binding, bead flow cytometry, fluorescence
Bim-Bcl-W – human Bim-Bcl-W interaction inhibition; inhibition, % at 10 µM; AID 952; hit rate 0.02% among 190,000; Q92843; bead-based flow cytometry, Bim peptide-Bcl-W binding;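 note: 0% = bound tracer without compound and 100% = peptide blocker; higher means less fluorescent Bim peptide bound to Bcl-W beads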
Bcl-B Bim block – human Bim-Bcl-B interaction inhibition. bead-based flow cytometry, Bim peptide-Bcl-B binding. AID 951. hit rate 0.073% among 190,000. Q9HD36. inhibition, % at 10 µM;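 note: 0% = tracer peptide without compound and 100% = reference inhibitor peptide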
Target sequence (Q9HD36 whole entry, looked up): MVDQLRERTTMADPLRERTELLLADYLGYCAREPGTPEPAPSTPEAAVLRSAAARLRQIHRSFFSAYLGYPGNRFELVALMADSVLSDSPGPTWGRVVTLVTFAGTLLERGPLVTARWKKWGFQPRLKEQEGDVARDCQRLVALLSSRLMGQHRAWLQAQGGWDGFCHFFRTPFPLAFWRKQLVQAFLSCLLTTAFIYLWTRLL
Bcl-2 Bim block – human Bim-Bcl-2 interaction inhibition | P10415 | Bead-based flow cytometry, Bim peptide-Bcl-2 binding | hit rate 0.06% among 190,000 | AID 950 | inhibition, % at 10 µM; in the data active = inhibition above about 40%; inconclusive = no clear call, values can overlap the other calls;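 note: 0% = no compound wells with probe peptide and 100% = reference peptide inhibitor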
Mcl1 Noxa PPI – Mcl-1/Noxa interaction inhibition. AID 1022. Q07820. inhibition, % at 21.7 µM. TR-FRET Mcl-1/Noxa peptide binding, 2 h. hit rate 1.5% among 220,000;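 active = compounds that cut the protein-peptide binding signal by more than 50% relative to plate controls in a single-dose test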;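 note: His-tagged Mcl-1 with rhodamine Noxa BH3 peptide and terbium anti-His antibody; 0% = Mcl-1 plus Noxa peptide wells and 100% = peptide-only wells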
Target sequence (Q07820 whole entry, looked up): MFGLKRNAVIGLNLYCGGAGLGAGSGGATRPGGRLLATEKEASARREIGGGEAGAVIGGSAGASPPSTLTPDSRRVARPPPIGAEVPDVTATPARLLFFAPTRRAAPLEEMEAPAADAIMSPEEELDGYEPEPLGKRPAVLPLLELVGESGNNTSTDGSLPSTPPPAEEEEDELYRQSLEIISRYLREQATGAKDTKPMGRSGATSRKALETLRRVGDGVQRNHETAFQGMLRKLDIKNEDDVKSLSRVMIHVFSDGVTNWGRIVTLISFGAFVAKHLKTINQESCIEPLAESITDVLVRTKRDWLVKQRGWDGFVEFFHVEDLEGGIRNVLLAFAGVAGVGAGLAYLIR
Mcl1-Bid inh – disrupts binding of human Mcl-1 to Bid peptide. hit rate 0.97% among 220,000. TR-FRET Mcl-1/Bid-Dy647 peptide binding, 1536-well. inhibition, % at 21.7 µM. Q07820;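 active = compounds that cut the binding signal by more than half at the single screening dose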;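 note: His-tagged Mcl-1 with europium anti-His antibody binding Bid BH3 peptide; 0% = Mcl-1 plus peptide wells and 100% = peptide-only wells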
RGS8-Gao reg – regulators of human RGS8-Galphao interaction. hit rate 0.34% among 220,000. response (percent of control binding), % at 10 µM. multiplexed bead flow cytometry, RGS8-Galphao binding; actives lie on both sides; in the data active = response below about 60% or above about 140%; inactive = in between;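 note: Galphao activated as the GDP aluminium fluoride complex binding bead-coupled RGS8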
Mcl-1 Bim block – inhibitors of Bim-Mcl-1 interaction, human | Q07820 | Bead-based flow cytometry, Bim peptide-Mcl-1 binding | inhibition, % at 10 µM | hit rate 0.1% among 190,000 | AID 1009;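 note: 0% = no compound tracer wells and 100% = peptide blocker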
The depositor's hits bear a star; ? = inconclusive; . = no result given; & = joins results of further samples. Cut-off read from the data, not from the text of the source, unless noted: active = inhibition above about 40%.

SMILES	RGS7-Gao reg	Bim-Bfl-1	RGS4-Gao reg	Bcl-XL Bim block	Bim-Bcl-W	Bcl-B Bim block	Bcl-2 Bim block	Mcl1 Noxa PPI	Mcl1-Bid inh	RGS8-Gao reg	Mcl-1 Bim block
COc1ccc(OCC(=O)Nc2ccccc2Cl)cc1	98	-2	99	1	-1	-1	-1	-2	1	100	-7
COc1ccc(Cc2nc3ccc(S(=O)(=O)N4CCOCC4)cc3[nH]2)cc1	92	0	89	0	1	-1	-2	4	-4	92	-1
CS(=O)(=O)c1cccc(C(=O)NCc2ccccc2)c1	98	1	95	1	-1	0	-5	17	-8	99	-2
O=C(O)c1sc2cc(C(F)(F)F)cnc2c1-c1ccccc1	90	11	91	-6	5	-16	-2	-8	-34	92	-3
CNC(=S)N1N=C(c2ccccc2)CC1c1ccc(Br)cc1 (centres undefined)	102	-17	100	-6	-3	-11	-12	-4	-13	103	-3
COCc1cc(C)n(CC(=O)NCc2ccccc2)c(=O)c1C#N	103	-3	101	-1	-1	-3	3	18	-2	104	-1
CNC(=O)Nc1cccc(-c2cc(-c3c(Cl)cccc3Cl)no2)c1	?	.	97	.	.	.	.	6	16	101	.
Cn1c(=N)n(CC(=O)c2ccc(Br)s2)c2ccccc21	102	-8	107	-7	1	-6	-7	7	-30	103	2
O=C(COC(=O)/C=C/c1cccs1)NC(c1ccccc1)c1ccccc1	103	-7	101	-2	-2	-4	-9	12	8	102	0
COCCn1c(=S)[nH]c2cc(C(=O)NCCCN3CCOCC3)ccc2c1=O	105	-2	105	-3	-1	-2	-3	13	-18	125	-1
CCS(=O)(=O)/N=C(\N)c1ccccc1	88	2	87	4	0	1	1	-3	-8	87	0
Cn1c(-c2sc3cc(C(F)(F)F)cnc3c2-c2cccnc2)n[nH]c1=S	108	-8	103	-5	-2	-22	-7	11	-18	103	-5
Cc1nn(C(=O)c2cc3sccc3[nH]2)c(C)c1C	98	-14	103	-12	1	-8	-11	23	14	103	-1
COc1ccc(S(=O)(=O)/N=C2/NC(=O)/C(=C\c3ccco3)S2)cc1	95	-6	91	-17	-9	-5	-5	29	-26	96	-7
O=C(Nc1cccc(-c2cn3ccccc3n2)c1)c1cccc(Cl)c1	98	-11	100	5	2	-5	-7	2	44	103	0
CC1=NN(C(N)=S)C(=O)C1N=Nc1ccccc1C (centres undefined)	100	-20	102	-10	-4	-10	-10	10	-41	103	-6
COc1ccc(NC(=O)Nc2ccccc2F)c(C)c1	99	-1	98	0	0	0	0	8	-5	100	0
O=C(c1cc(COc2ccc(F)cc2Cl)on1)N1CCC(OCc2cccnc2)CC1	107	0	101	-3	-4	-2	-1	18	-30	100	-4
COC(=O)c1ccccc1NC(=O)C1CCCN(S(=O)(=O)c2ccc(OC)cc2)C1 (centres undefined)	104	-1	101	0	-1	2	0	-7	-6	101	0
Cc1ccc(C)c(NC(=O)CCn2cnnn2)c1	98	-5	99	1	1	0	-3	-11	-22	100	3
O=C(NCCCCc1ccccc1)C12CN(Cc3ccccc3)CC1C(c1ccc([N+](=O)[O-])cc1)=NO2 (centres undefined)	96	5	99	5	0	0	7	18	13	95	1
COc1ccccc1N(C)S(=O)(=O)c1ccc(C(=O)OCC(=O)Nc2cc(C)on2)cc1	105	0	102	0	1	-1	1	15	-6	102	1
O=C(COc1ccc2ccccc2c1)NCCn1ccc2ccccc21	103	-10	100	-3	3	-6	-10	-9	-23	100	0
Cn1nnc(NC(=O)CSc2ncn[nH]2)n1	101	-15	102	-10	0	-8	-9	12	-10	104	-3
COC(=O)c1[nH]c2ccccc2c1NS(=O)(=O)c1ccc(F)c(C)c1	97	-12	101	-11	0	-8	-8	3	-53	96	1
O=C(c1ccccn1)C1CCCN(Cc2nc(Cc3cccc(F)c3)no2)C1 (centres undefined)	?	.	99	.	.	.	.	2	-27	101	.
COCCn1c(SCC(=O)Nc2ccc(NC(=O)c3ccco3)c(OC)c2)nc2ccccc2c1=O	96	-7	92	1	-2	-8	-8	18	29	97	-2
CN1C(=O)CC(N2CCN(C(=O)c3ccccc3)CC2)C1=O (centres undefined)	99	-8	97	7	0	-10	-8	14	1	100	0
COC(=O)c1ccccc1NC(=O)CSc1nnc(-c2cccnc2)n1N	107	-3	103	1	0	0	0	-2	-13	101	1
Cc1ccc(C(=O)CCC2CCCC2=O)cc1 (centres undefined)	102	.	101	.	.	.	.	19	44	100	.
O=C(Nc1ccc(F)cc1)c1ccc(COc2ccccc2)cc1	102	-6	100	-7	-2	-9	-4	11	-21	102	-3
O=C(CCSCc1cccc(Cl)c1)NCCC1=CCCCC1	105	-13	98	-7	-7	-14	-8	8	-24	101	-3
COc1ccc(O)c(C(=O)c2cnc3onc(C)c3c2)c1	113	0	112	-2	-1	-1	-2	26	-57	106	-5
CN(C)C(=O)CSc1nc(SCC(=O)N(C)C)n(-c2ccccc2)n1	107	-2	106	0	-3	-2	-2	6	-13	105	1
COc1ccc(C2/C=C\CN(Cc3ccncc3)CC(=O)N2Cc2ccc(F)cc2)cc1 (centres undefined)	?	.	102	.	.	.	.	10	-47	99	.
c1ccc2cc(-c3csnn3)ccc2c1	99	1	95	2	-1	-1	-1	9	10	97	1
CCCc1c(C)nc2c(OC)cccc2c1SCC(=O)O	99	-1	100	-3	-5	-1	-2	20	2	104	-3
c1ccc(-c2nnc3sc(CN4CCC5(CC4)OCCO5)cn23)cc1	91	-13	89	0	0	-7	-7	22	1	96	0
CCCC(=O)Nc1ccc2c(c1)nc(CN1CCCC1)n2C	101	-9	101	1	3	-7	-5	4	-44	102	-1
O=C(O)c1cc2c(s1)-c1ccccc1CC2	102	-4	102	-5	-2	-6	-3	20	-14	101	-5
COc1ccc(Nc2nc3c(C)cccc3cc2C#N)cc1	108	3	106	0	0	0	-2	-1	-18	105	2
CCOc1cc(CN2CCN(C(=O)CC(C)C)CC2)ccc1OC	101	-15	105	-10	0	-11	-10	24	28	106	-1
CC(SCc1ccccc1)C(=O)NCc1ccccn1 (centres undefined)	93	-5	98	0	1	-1	1	-27	-19	104	1
Cc1ccc(S(=O)(=O)N[C@@H](C)C(=O)N2CCC(C(=O)N3CCC[C@H]3C(=O)O)CC2)cc1	95	-10	100	-5	1	-4	-4	-12&9	-40&0	99	3
O=C(CN1CCCc2ccccc21)Nc1ccc(F)cc1[N+](=O)[O-]	89	-2	93	0	0	-2	0	3	-22	96	0

Whole records, quoted from the list. Order of screens: RGS7-Gao reg | Bim-Bfl-1 | RGS4-Gao reg | Bcl-XL Bim block | Bim-Bcl-W | Bcl-B Bim block | Bcl-2 Bim block | Mcl1 Noxa PPI | Mcl1-Bid inh | RGS8-Gao reg | Mcl-1 Bim block
O=C(O)c1cc2c(s1)-c1ccccc1CC2 in the list: 102 | -4 | 102 | -5 | -2 | -6 | -3 | 20 | -14 | 101 | -5
c1ccc2cc(-c3csnn3)ccc2c1 in the list: 99 | 1 | 95 | 2 | -1 | -1 | -1 | 9 | 10 | 97 | 1

Later entries:
SMILES	RGS7-Gao reg	Bim-Bfl-1	RGS4-Gao reg	Bcl-XL Bim block	Bim-Bcl-W	Bcl-B Bim block	Bcl-2 Bim block	Mcl1 Noxa PPI	Mcl1-Bid inh	RGS8-Gao reg	Mcl-1 Bim block
CC(=O)N1CCc2cc(S(=O)(=O)NC(CC(C)C)C(=O)Nc3cc(C)ccn3)ccc21 (centres undefined)	102	-20	100	-10	-2	-10	-7	1	-22	100	-4
Cc1ccccc1OCC(=O)Nc1nnc(C2CCCCC2)s1	?	.	96	.	.	.	.	2	-7	98	.
CCNC(=O)COc1cc(C)c(Cl)c(C)c1	95	-5	99	0	0	0	3	20	3	100	3
O=C(CSc1nc2[nH]ncc2c(=O)n1-c1ccccc1Br)NCc1ccccc1Cl	103	-6	104	-4	-5	-4	-3	4	-16	100	-4
CC1=C(C)CS(=O)N(S(=O)(=O)c2ccc(Cl)cc2)C1 (centres undefined)	96	0	92	-7	-4	-17	-5	4	-18	91	-5
O=C(/C=C/c1ccc(S(=O)(=O)N2CCOCC2)cc1)NCc1ccc(Cl)cc1	103	-2	101	-3	-1	-9	0	-6	-1	104	-4
O=c1ccc(S(=O)(=O)N2CCC(Cc3ccccc3)CC2)c[nH]1	92	-7	92	-5	-2	-8	-6	-18	-19	95	-1
CC(NC(=O)c1ccc(Br)cc1)C(=O)NC1=NCCS1 (centres undefined)	95	-9	92	-3	-1	-3	-4	2	-9	97	-2
C=CCn1c(/N=C/c2ccc(N(C)C)cc2)nc2ccccc21	96	-1	99	0	-3	-3	0	16	6	103	-1
CCCCc1nc(N)c(C#N)c(-c2ccco2)c1CCC	98	0	100	-4	-2	-2	0	-8	2	103	-3
CCOc1ccc(N/C(=C(/C(Cl)=C(Cl)Cl)[N+](=O)[O-])n2cncn2)cc1	108	6	104	15	6	-14	2	38	77*	97	6
C=CCN1C(=O)C2(C(C(=O)c3ccc(C)o3)=C(O)C(=O)N2CCCN2CCOCC2)c2ccccc21 (centres undefined)	107	-8	105	-13	-6	-6	-8	-6	-17	106	-9
Cc1ccc2nc(-c3ccc(NC(=O)COC(=O)c4ccco4)cc3)sc2c1	105	-2	104	-4	-6	-5	-6	14	-3	102	-3
CCCN1C(=O)COc2ccc(-c3n[nH]c(=O)c4ccccc34)cc21	83	-7	88	-1	-1	-6	-7	26	-16	90	-2
N#CNC(=Nc1ccc(F)cc1)SCc1ccccc1	99	-18	102	-7	-6	-12	-10	-3	-10	101	-3
CC(C)(O)C#Cc1ccc(CN2CCCC(CO)(Cc3cccc(Cl)c3)C2)cc1 (centres undefined)	120	-7	105	-7	-3	-6	-9	11	-17	101	0
CC(C(=O)Nc1ncccn1)(c1ccccc1)c1ccccc1	?	-3	101	0	0	-1	-2	-2	-25	101	0
Cc1cc(NC(=O)CSc2nc(-c3ccccc3)cs2)no1	.	-15	.	-1	-3	-9	-12	-3	3	.	-1
CCCCn1c(N)nc2ccccc21	98	-2	101	-3	-4	0	-2	12	-1	99	0
Cn1c(SCc2nc(-c3ccc(Cl)cc3)no2)nnc1-c1ccccc1	104	-11	101	-2	1	-6	-9	18	-8	104	-2
N/C(CN1CCCC1=O)=N\OC(=O)c1ccc(Cl)cc1	104	-1	104	-3	-1	-2	-1	-1	-40	104	-2
CCCCOc1ccc(C(=O)NCC(=O)OCC(=O)N2CCN(S(=O)(=O)c3ccc(C)cc3C)CC2)cc1	102	0	103	-5	-2	-6	-1	0	-6	104	-3
Oc1ccccc1-c1cc(C(F)(F)C(F)F)nc(-c2ccccc2)n1	103	-1	100	-1	0	1	-1	14	1	103	-2
CCOC(=O)c1ccc(NC(=O)c2ccc(NS(C)(=O)=O)cc2)cc1	115	-10	111	-8	-1	-10	-7	7	-13	112	-3
CCCC(CCC)c1nc2ccncc2[nH]1	96	-4	88	-1	4	1	1	9	11	94	3
C/C(=N\Nc1nc(N2CCCCC2)nc(N2CCOCC2)n1)c1cccs1	100	-3	102	-1	2	2	1	-4	-7	104	3
Fc1ccc2c(c1)C(c1ccc(N3CCOCC3)cc1)=NNC(c1cccs1)=N2	109	-13	103	-7	-5	-11	-10	10	3	102	-8
